ATXN2 expr inh = ATXN2 expression inhibition. hit rate 0.72% among 360,000. Potency, µM (doses to about 57 µM), without a hit: at the top dose activity change, negative = inhibition, usual class: inhibitors. HEK-293 ATXN2-luciferase reporter, luminescence, 24 h; note: potency is the fitted concentration of half-maximal effect; % is set by controls: 0 for no effect and ±100 for the full control effect; nearly all actives have a fitted effect of over 55% in size
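ATXN2-luciferase reporter cells (luciferase flanked by upstream and downstream ATXN2 gene portions) were treated 24 h at 37 °C with compounds at up to 57 uM. SteadyGlo luminescence gave expression; GF-AFC fluorescence gave viability.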
MCF10A rereplic = induces DNA re-replication in MCF 10a normal breast cells; hit rate 2.9% among 350,000; MCF 10A DNA re-replication, Hoechst nuclear intensity, 48 h; Potency, µM (highest dose often 46.1 µM), for inactives: top-dose activity, positive = re-replication, usual class: activators; AID 624296; note: potency is the fitted concentration of half-maximal effect; % of control where 0% means no effect; nearly all actives have a fitted effect of over 50% in size
A549 tox = counter-screen for Nrf2 inhibitors: cytotoxicity in A549 cells | A549 ARE-Fluc cells, CellTiter-Fluor viability, 18-24 h | Potency, µM (titrated, usually from 46 µM), inactives show at the top dose activity change, negative = cytotoxicity, usual class: inhibitors | hit rate 0.16% among 390,000 | AID 504648; note: potency is the fitted concentration of half-maximal effect; % is set by controls: 0 for no effect and ±100 for the full control effect
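A549 ARE-Fluc cells in 5% FBS OPTI-MEM, 5000 cells/well, rested 2 h then exposed to compounds in concentration-response for 18-24 h at 37 °C. Viability by CellTiter-Fluor fluorescence (Ex 405/Em 525) after 30 min; luciferase luminescence (BugLite, 15 min, RT) read afterwards.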
HepG2 tox = kills HepG2 cells in TGF-b inhibitor counter-screen | hit rate 0.76% among 410,000 | Potency, µM (titrated, usually from 46.1 µM), for inactives: at the highest dose activity change, negative = cytotoxicity, most hits filed as cytotoxic | HepG2 CAGA-GFP viability, ATP luminescence, 18 h; note: potency is the fitted concentration of half-maximal effect; some results filed as inactive show a strong effect at the top dose
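CellTiter-Glo luminescence gave cytotoxicity after 18 hours at 37 degrees C. The cells were HepG2 CAGA-GFP in 1% FBS DMEM, stimulated with 500 pg/mL TGF-beta after compound addition. %Activity was normalised to no-cell wells (complete cell-killing) and DMSO (no toxicity), and curves were fitted and classified.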
ATXN viability = cell viability loss in ATXN counter-screen. S2 cells (HEK-293 line with an ATXN2-luciferase reporter) viability, CellTiter-Fluor protease fluorescence, 24 h. Potency, µM (titrated, usually from 56.7 µM), most hits filed as cytotoxic. hit rate 0.49% among 400,000; note: potency is the fitted concentration of half-maximal effect; nearly all actives have a fitted effect of over 40% in size
TGFb inhibitor = inhibitors of TGF-b signaling; HepG2 CAGA-GFP TGF-b/SMAD3 reporter, GFP fluorescence, 18 h; TGF-beta stimulated, 500 pg/mL final; hit rate 1.2% among 410,000; Potency, µM (titrated, usually from 46.1 µM), without a hit: at the highest dose activity, negative = inhibition, most hits filed as inhibitors; note: potency is the fitted concentration of half-maximal effect; % is set by controls: 0 for no effect and ±100 for the full control effect; nearly all actives have a fitted effect of over 65% in size
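HEPG2 CAGA-GFP cells (1000/well, DMEM with 1% FBS) were pre-incubated 2 h at 37 degrees C, given compound by pin tool, then stimulated with TGF-beta at 500 pg/mL final for 18 h before per-cell GFP fluorescence imaging.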
Nrf2 inh = inhibitors of Nrf2 signaling; A549 ARE-Fluc reporter, luciferase luminescence, 18-24 h; Potency, µM (doses to about 46 µM), for the others: at the top dose activity change, negative = inhibition, usual class: inhibitors; hit rate 2.1% among 360,000; AID 504444; note: potency is the fitted concentration of half-maximal effect; % is set by controls: 0 for no effect and ±100 for the full control effect; nearly all actives have a fitted effect of over 60% in size
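A549 ARE_Fluc cells (5000/well, 5% FBS OPTI-MEM) pre-incubated 2 h, then treated with compounds 18-24 h at 37C/5% CO2 in concentration-response. CellTiter-Fluor viability read first; BugLite luciferase luminescence after 15 min at room temperature gives Nrf2 activity.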
IL1B secr inh = inhibitors of inflammasome signaling (IL-1 beta secretion); THP-1 LPS/ATP IL-1B secretion, AlphaLISA, 16 h; active compounds read low; activity change, % at 57.5 µM; hit rate 4.7% among 360,000; in the data active = activity change below about -50%; inconclusive = mostly about -30% to -49%; note: % is set by controls: 0 for no effect and ±100 for the full control effect
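THP-1 cells pretreated 1 hr with compounds (up to 57.5 uM final), then stimulated with LPS (250 ng/mL final) plus ATP (1.25 mM final); secreted IL-1B measured by AlphaLISA after 16 hr, decreased signal indicating inhibition.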
Nrf2 activator = activates Nrf2 signaling | hit rate 0.31% among 410,000 | AREc32 ARE-luciferase reporter (MCF7-derived line), luminescence, 24 h | Potency, µM (top dose mostly 46.1 µM), for the others: at the top dose activation, actives largely listed as activators; note: potency is the fitted concentration of half-maximal effect; % of control where 0% means no effect; nearly all actives have a fitted effect of over 65% in size
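Nrf2 activation is followed as ARE-luciferase induction in the AREc32 line after one day of compound treatment; luminescence is read with Steady-Glo.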
* hit, by the source's call; i = inactive; u = inconclusive; x = not tested or not shown; & = joins results of further samples; [ ] = another dose, or the depositor's remark. Unless noted, calls come from the whole dose curve; as a rule, active = well fitted curve in the direction sought with a large enough effect; inconclusive = small, poorly fitted or top-dose-only effect, or another doubt; inactive = no such curve, though single readings can be large; an effect the other way counts as inactive or inconclusive.

SMILES	ATXN2 expr inh	MCF10A rereplic	A549 tox	HepG2 tox	ATXN viability	TGFb inhibitor	Nrf2 inh	IL1B secr inh	Nrf2 activator
CCN(C(=O)COC(=O)CN(C)S(=O)(=O)c1ccc(NC(C)=O)cc1)C1CCS(=O)(=O)C1 (stereo not given)	-2%	-2%	-9%	-5%	u	-5%	-3%	0	-0.4%
OCc1cccc(Nc2ncnc3sc4c(c23)CCCCC4)c1	2%	u	0%	-5%	i	-1%	-14%	-5	2.8%
O=C(COC(=O)c1ccc(Br)cc1)NCCC1=CCCCC1	-10%	-1%	4%	3%	i	11%	14%	23	-0.3%
Cc1ccc(N/N=C/c2ccncc2)cc1	-4%	25%	-13%	-23%	i	-13%	u	u	12%
CN1CCC(N(C)S(=O)(=O)c2ccc(NC(=O)COc3ccc([N+](=O)[O-])cc3)cc2)CC1	5%	6%	3%	-35%	i	-12%	-2%	-1	-0.5%
Cc1ccc(-c2csc(NC(=S)NC(=O)/C=C/c3ccco3)n2)cc1	-17%	1.6µM*	u	2%	i	-1%	x	2	27%
CCN1CCCC1CNCc1cccc(OC)c1OCc1ccccc1 (stereo not given)	-10%	-7%	5%	6%	i	-6%	12%	-1	-0.7%
CC(C)(C)OC(=O)NCCCC[C@H](NC(=O)c1nc[nH]c1C(=O)NC(c1ccccc1)c1ccccc1)C(=O)OC(C)(C)C	-23%	26%	u	-17%	i	u	3.7µM*	-7	3.5%
O=C(Nc1ccc(Cl)cc1)Nc1nc(-c2ccccc2)cs1	-17%	0.58µM*	0%	-7%	u	u	u	-28	0.1%
O=C(C1CCOCC1)N1CCCC(N2CCN(c3cccc(C(F)(F)F)c3)CC2)C1 (stereo not given)	-13%	1%	1%	7%	i	10%	1%	23	0.1%
COc1ccc(Cl)cc1NC(=O)NCC1CCN(C(=O)OC(C)(C)C)CC1	-10%	18%	-7%	19%	i	-25%	u	-55*	0.4%
C=CCOc1cccc(C(=O)/C=C2/C(=O)Nc3ccccc32)c1	u	5.8µM*	-7%	10µM*	u	11µM*	18%	u	6.1%
CCN(CC)c1ccc(C2CC(=O)NC3=C2C(=O)CC(C)(C)C3)cc1 (stereo not given)	3%	1%	-7%	1%	u	0%	x	-14	-1.0%
CCn1c(CC(=O)Nc2ccc(F)cc2)nnc1SCC(=O)NC1=NCCS1	-1%	-3%	6%	0%	i	-19%	6%	-14	0.0%
CCOc1ccc(CN2CCN(Cc3cnc(N4CCOCC4)s3)CC2CCO)cc1 (stereo not given)	-11%	2%	0%	-8%	i	-4%	u	27	-0.5%
CCCn1c(=O)[nH]c(=O)c2c1nc(-c1ccccc1)n2CCN1CCOCC1	7%	-3%	3%	6%	i	0%	6%	-7	0.5%
CCOc1ccccc1NC(=O)CN1C(=O)NC(Cc2c[nH]c3ccccc23)C1=O (stereo not given)	4%	0%	0%	-22%	i	-23%	9%	0	-0.4%
Cn1cnnc1SCc1nnc(-c2ccccc2Br)o1	15%[11.3 µM]	0%	-3%	-5%	i	-21%	10%	9	1.6%
Cc1nc2ccccn2c(=O)c1NC(=O)c1ccccc1Cl	x	x	9%	2%	x	2%	x	x	26%
CC(O)CNc1nc2c(c(=O)n(C)c(=O)n2C)n1CCc1ccccc1 (stereo not given)	5%	11%	-6%	-33%	i	-17%	u	27	-1.2%
O=C(NCc1cccs1)c1ccc2ccccc2n1	17%	-3%	-5%	-4%	i	-2%	u	-14	2.1%
CCCOc1ccc(C(=O)N/N=C/c2c[nH]c3ccc(Br)cc23)cc1	4%	u	-17%	-2%	i	u	-29%	-20	4.2%
C=CCN=C(NC#N)SCC(=O)c1cccc(OC)c1	-15%	u	-4%	-18%	i	u	10%	-57*	u
C=CCSc1nnc(-c2ccccc2NC(=O)CC)c(=O)[nH]1	-10%	-6%	12%	-6%	i	-3%	8%	0	-0.5%
Cc1n[nH]c(C)c1CNCc1c(C(=O)N2CCCCCCC2)nc2ccc(Cl)cn12	-12%	-1%	2%	-25%	i	-2%	3%	-2	-0.3%
COc1ccc(C(C(=O)NC2CCCC2)N(CCC(C)C)C(=O)CCC(=O)Nc2cc(C)on2)cc1 (stereo not given)	4%	21%	-3%	-27%	i	u	5%	u	2.6%
COc1cc(Cl)c(C)cc1NC(=O)CSc1cc(=O)n(C)c2cc(Cl)ccc12	-7%	x	5%	-73%	i	u	12%	x	9.0%
O=C(O)C1C2C=CC(O2)C1C(=O)Nc1ccccc1C(F)(F)F (stereo not given)	-13%	0%	-6%	0%	i	-2%	-18%	11	4.9%
Cc1ccc(NC(=O)c2cc([N+](=O)[O-])ccc2N2CCOCC2)cc1S(=O)(=O)N1CCOCC1	-6%	-2%	-13%	6%	i	u	-22%	-14	2.7%
Cc1ccccc1C(=O)Nc1nnc(SCc2cc(=O)c3c(C)ccc(C)c3[nH]2)s1	x	x	6%	-11%	x	-5%	x	x	0.7%
COc1cccc(C(C)(O)c2nc(-c3cnc4ccccc4c3)cs2)c1 (stereo not given)	0%	x	x	-23%	u	-17%	x	23	4.9%
O=C(c1cccs1)n1nc(NCc2ccccc2)nc1NCc1ccccc1	-26%	12%	2%	-2%	i	-13%	u	-58*	-0.5%
Cc1[nH]c2ccc(C(=O)NCCc3ccccc3Cl)cc2c1C	x	x	0%	-25%	x	u	u	x	5.8%
COc1ccc(OCC(=O)NNc2nc3ccccc3s2)cc1	16%	2%	0%	-41%	i	u	-3%	20	3.0%
CC1Cc2cc(S(=O)(=O)N3CCC(C(=O)NCc4ccco4)CC3)ccc2N1C(=O)C1CCC1 (stereo not given)	-22%	u	-6%	-18%	i	-19%	u	-19	6.9%
O=C(CNC(=O)c1ccccc1F)Nc1ccc2c(c1)OCO2	-4%	-3%	1%	-1%	i	-3%	u	0	-0.4%
COc1ccccc1-c1cncc(NC(C)=O)n1	17%	x	x	3%	i	-22%	x	24	4.4%
Cc1ccc(S(=O)(=O)N(CCCc2c(C)nc(N)[nH]c2=O)Cc2ccc([N+](=O)[O-])cc2)cc1	x	x	x	-12%	i	-11%	x	-17	-0.2%
CCOC(=O)N1CCN(Cc2nc3cc(NC(C)=O)ccc3n2C(C)C)CC1	x	x	-1%	-12%	x	-32%	4%	x	3.3%
C=Cc1ccc(Cn2c(C(=O)O)c(CNCc3ccc(F)cc3)c3ccc(C)cc32)cc1	u	x	u	-107%	18µM*	13µM*	-2%	x	-2.2%
CCOC(=O)CSc1nnc(NC(=O)c2cccc([N+](=O)[O-])c2)s1	20%	27%	2%	1%	i	-10%	15%	1	19%
CCOc1ccc(Oc2ccccc2NC(=O)CN2C(=O)NC3(CCCC3)C2=O)cc1	10%	3%	1%	-28%	i	-27%	-5%	0	0.5%
Cc1ccc(NS(=O)(=O)c2ccc3c(c2)n(C)c(=O)n3C)c(C)c1	4%&0%	9%	1%&1%	5%&0%	i	-11%&2%	-27%&-10%	-54*	0.9%&6.8%
O=C(CCSc1ccc(Cl)cc1)Nc1cccnc1	x	-6%	5%	7%	x	-1%	16%	73	2.0%
CN(C)C(=C(C#N)C#N)N1CCN(c2ccc(Cl)c(Cl)c2)CC1	-26%	2%	-4%	-37%	u	8%	u	-8	-0.7%
Cc1ccc(CNC(=O)c2ccc(CNS(=O)(=O)c3ccc4c(c3)C(C)(C)C(=O)N4C)cc2)o1	6%	0%	-2%	0%	i	-17%	-5%	-5	0.3%
CCOC(=O)c1c(-c2ccccc2)csc1NC(=O)C(C)NCCCN1CCOCC1 (stereo not given)	-5%[11.3 µM]	6%	-4%	-28%	i	-1%	-12%	-53*	5.2%
COc1ccc(NC(=O)COC(=O)c2ccc3ccccc3n2)cc1	9%	u	3%	9%	i	0%	10%	18	0.4%
COc1ccc(-c2csc3nc(-c4ccccc4OC)oc(=O)c23)cc1	0%	21µM*	0%	-2%	i	-1%	u	x	2.6%
COc1ccccc1N1N=C(c2ccc([N+](=O)[O-])cc2)CC1c1ccccc1 (stereo not given)	-12%	8%	u	-10%	u	30%	u	-15	3.2%
COc1cccc(-c2ccc3c(c2)O[C@@H](CN(C)Cc2cncnc2)[C@@H](C)CN([C@H](C)CO)S3(=O)=O)c1	-3%	x	x	-31%	i	u	x	1	4.4%
Cc1noc(/C=C/NCc2cccnc2)c1S(=O)(=O)N(C)CC(=O)N1CCc2ccccc21	-2%	-5%	2%	-20%	i	-15%	10%	11	-1.6%
CCN1CCN(C(CNS(=O)(=O)c2ccc(F)cc2)c2cccnc2)CC1 (stereo not given)	-4%	1%	1%	0%	i	6%	0%	-15	-0.5%
COC(=O)c1nnn(-c2nc(N3CCOCC3)nc(N3CCOCC3)n2)c1C	-11%	0%	5%	-48%	i	3%	0%	26	-0.9%
O=C(c1cccs1)N1CCN=C1SCc1cccnc1	18%	0%	-4%	-6%	i	1%	u	-78*	-0.1%

Not a hit list; 8.8% or so of the library scored in one or more.
